# PvdQ inh: blocks Pseudomonas aeruginosa PvdQ acylase activity; purified PvdQ acylase, fluorescence plate reader; inhibition, % at 10 µM; hit rate 0.063% among 340,000; in the data active means inhibition above about 30%, passing the limit was not always enough; inconclusive means no clear call, values can overlap the other calls;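 further: 0% = vehicle neutral wells and 100% = reference inhibitor wells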
# Ecoli viability: reduces bacterial viability in AddAB counter-screen; E. coli V3065 growth, OD600 absorbance, 18 h; inhibition, % at 11.9 µM; hit rate 0.27% among 330,000;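 active means inhibition above the campaign's mean inhibition across all tested compounds plus 3 SD, cut at about 9.9% in these data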;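 further: uninfected addAB+ strain grown without phage in ampicillin broth; 0% = DMSO wells and 100% = ciprofloxacin 0.95 µg/ml wells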
# CAL PDZ FP: blocks peptide binding to human CAL PDZ domain | inhibition, % at 20 µM | purified CAL PDZ, TMR-peptide fluorescence polarization, 1 h | Q9HD26 | AID 504414 | hit rate 0.02% among 330,000;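 active means highest replicate inhibition of at least 40%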;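 further: plate controls were DMSO neutral control wells for no effect and unlabeled competitor peptide control wells for full effect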
#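 Control set: unlabelled peptide and DMSO controls / Material: purified CerCALP PDZ construct / Timing: 1 h incubation at room temperature before polarization reading / Doses: 20 µM, one dose / Detection: fluorescence polarization (mP)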
# AddAB inh: less growth of phage-infected E. coli with AddAB | E. coli expressing H. pylori AddAB, absorbance growth | inhibition, % at 11.9 µM | hit rate 0.29% among 330,000; in the data active means inhibition above about 12%;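 further: 0% = vehicle wells of infected cells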
# PfHsp90 set2: growth inhibition of yeast expressing Plasmodium Hsp90 | S. cerevisiae expressing PfHsp90, BacTiter-Glo ATP, 48 h; yeast lacking PDR1 and PDR3 efflux regulators | inhibition, % at 9.4 µM | hit rate 0.32% among 310,000;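 active means every replicate shows inhibition above about 80%, whatever the replicate mean, limit read from the data; inconclusive means mean inhibition reaches the set limit but some replicate falls short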;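 further: 0% = DMSO neutral controls and 100% = 20 µM radicicol positive controls; yeast relying on Plasmodium falciparum Hsp90 in place of its own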
# Wnt act: Wnt/beta-catenin pathway activation | Wnt/beta-catenin reporter cell assay, activator, plate reader | activation, % at 9.35 µM | hit rate 1.2% among 300,000; in the data active means activation above about 30%, passing the limit was not always enough; inconclusive means no clear call, values can overlap the other calls;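 further: 0% = neutral control wells and 100% = positive control wells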
# Rtt109 HAT inh: C. albicans Rtt109 histone acetyltransferase inhibition. Q5AAJ8. purified Rtt109/Vps75, ThioGlo CoA-SH fluorescence, 4 h. inhibition, % at 34.9 µM. hit rate 0.16% among 330,000. AID 540336;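 active means inhibition of at least 50% in every replicate; inconclusive means best replicate reaches 50% inhibition but some replicates fall short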
# Target sequence (Q5AAJ8 whole entry, looked up): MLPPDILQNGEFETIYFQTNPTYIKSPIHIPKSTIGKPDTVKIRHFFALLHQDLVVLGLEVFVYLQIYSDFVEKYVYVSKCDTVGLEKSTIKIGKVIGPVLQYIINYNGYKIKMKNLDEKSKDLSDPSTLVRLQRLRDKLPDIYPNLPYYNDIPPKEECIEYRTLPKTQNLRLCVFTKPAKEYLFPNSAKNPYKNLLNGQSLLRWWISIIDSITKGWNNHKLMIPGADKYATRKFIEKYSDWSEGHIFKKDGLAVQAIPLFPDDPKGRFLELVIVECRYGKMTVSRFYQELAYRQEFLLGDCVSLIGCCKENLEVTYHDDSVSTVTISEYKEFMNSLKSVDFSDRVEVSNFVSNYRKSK
# Tat export inh: inhibitors of E. coli Tat protein transport; E. coli MC4100 TorA-mCherry Tat export, fluorescence; inhibition, % at 10 µM; hit rate 0.036% among 340,000;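 active means mean replicate inhibition at least 50% and at least half of replicates individually reaching 50%; inconclusive means only one of the two criteria met; inactive means neither criterion met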;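 further: exported cargo escapes ClpAP degradation while cytoplasmic cargo is degraded and loses fluorescence; 0% = median of neutral control wells and 100% = median of NaSCN control wells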
# DAGLB inhibitor: blocks human DAGLB lipase activity. inhibition, % at 5.17 µM. HEK293T DAGLB membrane lysate, EnzChek fluorogenic substrate. hit rate 0.059% among 340,000; in the data active means inhibition above about 34%;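 further: 0% = enzyme with vehicle and 100% = wells lacking enzyme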
# Target sequence (Q8NCG7 whole entry, looked up): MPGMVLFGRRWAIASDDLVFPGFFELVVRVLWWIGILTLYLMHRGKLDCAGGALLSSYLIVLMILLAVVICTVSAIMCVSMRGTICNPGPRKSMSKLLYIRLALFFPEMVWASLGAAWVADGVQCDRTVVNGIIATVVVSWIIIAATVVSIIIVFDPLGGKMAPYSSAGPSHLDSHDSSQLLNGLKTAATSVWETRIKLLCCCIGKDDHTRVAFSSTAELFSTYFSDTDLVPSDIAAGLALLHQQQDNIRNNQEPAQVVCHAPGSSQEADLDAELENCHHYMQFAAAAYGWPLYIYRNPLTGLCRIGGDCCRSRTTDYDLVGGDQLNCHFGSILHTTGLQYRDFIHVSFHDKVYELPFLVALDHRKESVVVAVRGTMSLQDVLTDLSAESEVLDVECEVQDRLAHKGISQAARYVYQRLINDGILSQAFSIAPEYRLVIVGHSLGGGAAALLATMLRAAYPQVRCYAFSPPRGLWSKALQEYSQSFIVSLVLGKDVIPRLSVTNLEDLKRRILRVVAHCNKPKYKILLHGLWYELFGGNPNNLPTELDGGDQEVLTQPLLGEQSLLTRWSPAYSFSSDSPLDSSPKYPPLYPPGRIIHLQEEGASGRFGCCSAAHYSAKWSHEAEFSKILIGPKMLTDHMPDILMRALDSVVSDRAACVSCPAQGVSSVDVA
# phage Ecoli inh: E. coli growth loss with phage present; hit rate 0.26% among 360,000; AID 651602; growth absorbance; inhibition, % at 11.9 µM; in the data active means inhibition above about 11%
# * marks the source's active call; other numbers are inactive results; ? = inconclusive; . = no result given.
SMILES,PvdQ inh,Ecoli viability,CAL PDZ FP,AddAB inh,PfHsp90 set2,Wnt act,Rtt109 HAT inh,Tat export inh,DAGLB inhibitor,phage Ecoli inh
Cc1ccccc1NC(NC(=O)OCCn1c([N+](=O)[O-])cnc1C)C(Cl)(Cl)Cl (stereo unspecified),-4,-0.8,-0.4,2.2,-8,1,-3,-2,6,3.2
C=CCN1C(=O)c2ccc(C(=O)N(C)Cc3ccc(C)o3)cc2C1=O,11,4.1,-2.3,-1.2,14,-2,5,-8,0,1.2
c1ccc(C2(c3ccccc3)OCC(Cn3cncn3)O2)cc1 (stereo unspecified),-15,-0.4,0.7,1.7,9,.,3,-11,-3,1.1
O=C(CN(Cc1ccccc1F)C(=O)c1csnn1)NCc1ccc2c(c1)OCO2,4,-1.3,-1.2,1.4,-36,-4,19,5,0,2.2
CCOC(=O)c1c(C)c(C(=O)NCCCN2CCCC2=O)c(C)n1CC,-7,0.2,-1.3,2.1,.,-1,1,4,4,4.5
CC(Oc1ccc2c3c(c(=O)oc2c1)CCCC3)C(=O)NC1CC(C)(C)NC(C)(C)C1 (stereo unspecified),-2,-4.7,-1.9,-0.4,-6,-1,-18,-2,2,1.1
O=[N+]([O-])c1cc(S(=O)(=O)Nc2ccccc2)ccc1NCc1cccnc1,-20,1.0,-0.1,3.5,-10,-5,10,13,1,3.2
CNC(=O)c1cccc(NC(=O)c2ccccc2OCc2ccccc2)c1,-6,-2.5,-2.1,2.5,-12,2,0,-11,0,3.0
CCc1ccc(-c2nc(CN3CCC(C(=O)NCCN(CC)c4ccccc4)CC3)c(C)o2)cc1,-12,-0.7,-0.1,1.4,-4,-22,-10,9,0,2.5
Cc1ccc(-c2csc(N)n2)cc1,-5,.,-0.3,.,-15,-3,-1,4,2,1.0
CC(C)CNC(=O)CCc1nc(-c2ccccc2)no1,-15,-1.7,-0.3,1.3,14,-3,1,-2,2,2.8
Cc1cccc(C(=O)NCC(=O)N2CC=C(c3ccccc3)CC2)c1,-15,-1.9,-0.1,1.4,-21,1,-2,-10,-3,4.2

# Quoted at random: two compounds from above, in no set order.
SMILES,PvdQ inh,Ecoli viability,CAL PDZ FP,AddAB inh,PfHsp90 set2,Wnt act,Rtt109 HAT inh,Tat export inh,DAGLB inhibitor,phage Ecoli inh
CCc1ccc(-c2nc(CN3CCC(C(=O)NCCN(CC)c4ccccc4)CC3)c(C)o2)cc1,-12,-0.7,-0.1,1.4,-4,-22,-10,9,0,2.5
O=[N+]([O-])c1cc(S(=O)(=O)Nc2ccccc2)ccc1NCc1cccnc1,-20,1.0,-0.1,3.5,-10,-5,10,13,1,3.2

# Next part.
SMILES,PvdQ inh,Ecoli viability,CAL PDZ FP,AddAB inh,PfHsp90 set2,Wnt act,Rtt109 HAT inh,Tat export inh,DAGLB inhibitor,phage Ecoli inh
O=C1NC[C@H](Cc2ccccc2)N(C[C@H]2CCCN2C[C@H](Cc2ccccc2)N2C[C@H](Cc3ccccc3)N(CC3CCCCC3)C(=O)C2=O)C1=O,14,.,-0.6,.,2,-2,-12,18,1,2.9
CCOc1ccc(Br)cc1S(=O)(=O)NC1CCCC1,-12,0.2,0.0,1.1,-13,-1,-4,0,0,3.9
COC(=O)C1=C(C)N(C)C(=S)NC1c1ccccc1 (stereo unspecified),2,-2.1,0.8,1.1,-3,1,5,3,0,4.2
O=C(Nc1cccc(-n2cnnn2)c1)c1cccs1,1,2.2,-4.1,2.4,-4,-5,9,-2,-1,2.1
Cc1ccc(N2C(=O)C3N=NN(CC(=O)N4N=C(c5cccc6ccccc56)CC4c4ccccc4)C3C2=O)cc1 (stereo unspecified),-12,-1.6,-1.6,1.3,-29,-15,-7,-2,7,3.2
CN(C)/C=C/C(=O)c1cnc(-c2ccccc2)s1,-6,-1.7,-3.4,3.1,10,5,-6,-3,1,1.1
Cc1nn(CC(=O)NC(C)CCc2ccccc2)c(=O)c2nn(-c3ccccc3)c(C)c12 (stereo unspecified),-1,-1.5,-1.6,2.7,27,0,3,18,3,-0.4
CC(C)NC[C@H](O)COc1cccc2[nH]ccc12,-3,0.5,-0.2,2.1,42,1,1,-3,4,0.2
Cc1ccc(CNC(=S)Nc2ccc(NS(=O)(=O)c3ccc(C)cc3)cc2)cc1,-6,.,-1.3,.,-1,-5,4,7,5,2.3
COc1ccc(C(CCNCc2ccc(OC(C)C)cc2)C(C)C)cc1 (stereo unspecified),.,3.0,.,4.1,.,-11,.,.,.,5.8
COc1ccc(N(C)S(=O)(=O)c2cccc(C(=O)NCC(c3ccco3)N3CCCC3)c2)cc1 (stereo unspecified),-10,-2.2,-2.4,-0.3,13,-3,-2,4,-1,3.6
COC(=O)c1cccc(-c2noc(-c3ccccc3F)n2)c1,-11,-2.3,-0.3,-0.4,-6,10,2,4,-1,2.8
Cc1cc(O)ccc1N/C=C/c1onc(C)c1[N+](=O)[O-],-14,0.4,-2.1,2.9,5,60*,5,-6,25,2.9
CCCCCC(=O)NCC(C)NC(=O)CCCCC (stereo unspecified),-10,0.3,-0.9,2.3,7,-4,7,4,-1,3.8
CCn1c(SCC(=O)Nc2ccc3c(c2)OCCO3)nnc1-c1cccnc1,12,0.0,-2.4,3.7,49,0,19,-6,-2,2.3
C[C@H](CO)N1C[C@H](C)[C@@H](CN(C)Cc2ccccc2)Oc2c(NC(=O)Cc3ccccc3)cccc2C1=O,-8,-1.7,-1.6,0.1,-7,0,18,-1,0,0.6
O=C(O)c1ccc(N2C(=O)/C(=C/c3ccc(-c4ccc([N+](=O)[O-])cc4)o3)C=C2c2ccccc2)cc1,-1,0.5,-1.5,-0.2,-37,.,7,-17,5,.
Cc1ccsc1C1Nc2ccccc2C(=O)N1O (stereo unspecified),-2,0.1,-0.3,3.7,-26,.,8,-3,2,5.2
CCOc1ccc(CCNC(=O)c2cc(C)nn2-c2ccccc2)cc1,-9,0.7,-1.6,0.9,4,3,-6,-1,-2,2.9
CCN(CC)C(=O)c1[nH]cnc1C(=O)N[C@@H](C)c1ccccc1,-3,1.4,0.3,1.1,.,-6,-1,18,1,1.9
CCOc1ccc(C(C(=O)NCCOC)N(CCOC)C(=O)CCC(=O)Nc2ccccn2)cc1 (stereo unspecified),-13,-0.8,-4.0,1.0,-19,3,-4,-3,1,-0.2
C#CCn1c2ccccc2c2nc3ccccc3nc21,-7,-0.9,-1.4,-1.4,-20,10,.,-3,-4,0.0
CCNC(=O)CSc1nnc(-c2cc(-c3ccc(Cl)cc3)nc3ccccc23)o1,-16,-0.3,-1.3,3.7,-4,-2,0,4,-1,1.2
CCCCc1ccc(S(=O)(=O)NNC(=S)NCc2ccco2)cc1,-21,-3.4,-0.1,-0.4,-6,.,16,5,8,4.0
COC(=O)C1=C(C)N(C)C(=O)NC1c1cc2c(cc1Br)OCO2 (stereo unspecified),1,-1.1,0.4,3.5,-2,0,3,-4,-1,1.9
CN(C)c1cc2c3ccccc3n(C)c2cc1N,-33,.,0.8,.,5,2,-3,-8,4,0.9
CC(C)C1N(C(=O)N(C)C)CCN1S(=O)(=O)c1ccccc1 (stereo unspecified),-2,1.9,-2.4,3.2,-1,-2,10,0,1,1.6
CCO/C(C)=N/n1c2nc3ccccc3nc2c2c(=O)n(Cc3ccccc3Cl)c(C)nc21,-11,-2.0,0.0,1.8,-3,.,2,-3,0,1.4
CCC(=O)NC(=S)Nc1ccc(S(=O)(=O)N2CCN(C)CC2)cc1,2,-1.9,0.0,2.5,0,10,11,6,1,0.7
COc1ccccc1C(CNC(=O)c1cccc(S(=O)(=O)N2CCCc3ccccc32)c1)N(C)C (stereo unspecified),-9,.,-1.9,.,4,-3,2,5,-2,2.7
CC(C)N1CCC(=NNc2ccc(S(=O)(=O)N3CCOCC3)cc2[N+](=O)[O-])CC1,-5,-0.3,0.3,2.5,7,-4,0,1,3,2.3
CC(C)(C)c1ccccc1OCC(=O)Nc1ncn[nH]1,-2,-2.3,-2.6,3.5,23,-9,-4,-1,3,2.2
C[C@]12CCC(=O)C[C@@H]1CC[C@@H]1[C@@H]2CC[C@]2(C)C=CC[C@@H]12,9,-2.0,-1.2,-2.5,7,0,18,10,-1,3.6
O=C(Nc1cccc(S(=O)(=O)NC2=NCCC2)c1)c1cc(=O)[nH]c2ccccc12,-13,0.7,0.5,2.3,-10,-1,-10,-1,-1,6.6
O=C(O)/C=C/C(=O)Nc1ccc(S(=O)(=O)Nc2nccs2)cc1,-9,6.8,0.3,8.2,12,1,-1,-6,1,6.5
CC(C)(C)c1ccc(Oc2ccc(NC(=O)C3CC=CCC3C(=O)O)cc2)cc1 (stereo unspecified),0,2.0,-0.5,2.3,4,-1,0,0,6,2.8
COc1ccc(C(CCNCc2ccccc2F)c2ccc(F)cc2)cc1 (stereo unspecified),19,0.8,-0.5,0.5,-17,8,9,-3,-3,5.2
COc1ccc(C(=O)NCc2nnc(SCC(=O)N3CCCCCC3)o2)cc1OC,-13,-0.2,-2.6,1.3,13,-3,-19,-2,-1,0.6
COc1ccc(CCN2CC(C(=O)N(C)C3CCOCC3)CCC2=O)cc1 (stereo unspecified),-6,0.3,-1.5,2.2,1,-1,-2,0,-1,3.8
Cc1ccc(C(=O)N/N=C\c2cccnc2)s1,-5,1.4,-2.6,2.3,-3,14,-9,-5,1,3.7
O=C(O)Cc1ccc2ocnc2c1,5,1.0,-2.0,2.8,.,.,-4,-6,-1,2.6
CCCC(=O)Nc1nnc(/C=C/c2ccccc2)s1,8,-0.8,-1.3,0.8,13,3,5,-2,-5,1.0
COc1ccc(N2CCN(C(=O)c3ccccc3)CC2)c([N+](=O)[O-])c1,-18,-2.7,-1.9,0.1,11,-1,1,20,6,3.7
O=C(Nc1cccc(S(=O)(=O)N2CCCCCC2)c1)C1CC(=O)N(c2ccc3c(c2)OCCO3)C1 (stereo unspecified),-18,1.0,0.7,3.8,.,-2,0,5,-1,2.7
Cc1cccc(OCc2nnc(SCC(=O)Nc3sc(C)c(C)c3C#N)n2C)c1,-8,-2.2,-0.3,-2.4,.,-6,-13,-7,1,1.3
CC12CCC(C(=O)CC1=O)C2(C)C (stereo unspecified),-17,.,-1.1,.,-33,0,5,-11,-1,-0.4
COc1ccc(S(=O)(=O)NC(C)C(=O)Nc2ccccc2C(F)(F)F)cc1 (stereo unspecified),-1,-1.1,.,1.3,.,.,-5,-1,1,1.8
OC1(c2ccccc2Cl)NN=C2CCCCCN21 (stereo unspecified),10,-2.6,-0.3,0.2,7,3,19,?,-1,5.0
CC(C)NS(=O)(=O)c1ccc(CCC(=O)N2CCOCC2)cc1,0,0.0,-0.8,0.7,3,.,-3,0,-1,2.5
COCCNC(=O)CSc1ccccc1C(=O)NCC1CCCCC1,9,2.4,-5.1,2.0,14,-2,3,-3,-1,3.5
COc1ccc(CN2CC(C(=O)NCc3ccc4c(c3)OCO4)CC2=O)cc1 (stereo unspecified),-12,-0.6,0.5,1.9,.,.,-7,4,0,3.3
COc1cccc(-n2c(=O)c3cc(OC)c(OC)cc3n(CC(=O)Nc3cc(C)[nH]n3)c2=O)c1,-5,-1.8,-3.4,-0.1,-15,-1,2,14,2,0.7
N=c1ccn(O)cc1CCc1ccccc1,-15,.,-0.5,.,6,0,-6,-7,-6,2.7

# From PubChem BioAssay
